Source: PubChem BioAssay (National Center for Advancing Translational Sciences (NCATS))
Giardia kill = Giardia lamblia killing | actives 0.15% (n = 340,000) | Giardia lamblia trophozoite viability | AID 540267 | activity change, % at 7.66 µM, hits read low; in the data active = activity change below about -80%; inconclusive = between about -30% and that limit;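 note: parasites exposed to compound for two days anaerobically before the ATP read; % is set by controls: 0 for no effect and ±100 for the full control effect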
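Each well holds 100 Giardia trophozoites and compound. After two days (48 hrs) at 37 deg C in anaerobic conditions, ATP is quantified by luminescence.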
B2AR arrestin = beta2AR (human) beta-arrestin recruitment activity; AID 492947; actives 0.02% (n = 330,000); beta-arrestin recruitment to beta2AR, cell-based reporter; P07550; Potency, µM (top dose mostly 46.1 µM), for the others: at the highest dose activation, hits mostly activators;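 note: potency is the fitted concentration of half-maximal effect; 0% = DMSO controls and full agonism = EC100 isoproterenol or metaproterenol; nearly all actives have a fitted effect of over 65% in size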
Target sequence (P07550 whole entry, looked up): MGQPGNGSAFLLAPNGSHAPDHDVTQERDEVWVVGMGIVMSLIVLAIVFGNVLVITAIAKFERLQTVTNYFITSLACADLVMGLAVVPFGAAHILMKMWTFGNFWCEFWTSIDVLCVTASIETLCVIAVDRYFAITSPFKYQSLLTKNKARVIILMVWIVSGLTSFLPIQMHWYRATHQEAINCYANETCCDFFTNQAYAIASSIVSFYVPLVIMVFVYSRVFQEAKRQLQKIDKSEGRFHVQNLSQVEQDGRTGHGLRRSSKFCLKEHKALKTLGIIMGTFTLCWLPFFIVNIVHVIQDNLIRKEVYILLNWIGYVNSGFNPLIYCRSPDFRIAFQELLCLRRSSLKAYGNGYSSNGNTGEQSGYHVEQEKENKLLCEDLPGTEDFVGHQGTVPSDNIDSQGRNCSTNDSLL
hERG WT inh = blocks the wildtype human KCNH2 potassium channel | Q12809 | U2OS, BacMam KCNH2, thallium flux FluxOr; stronger effect = lower value | activity change, % at 1.84 µM | actives 0.37% (n = 340,000) | AID 720551;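 active = maximum activity change below -70%; inconclusive = maximum activity change between -70% and -50%; inactive = maximum activity change above -50%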; note: % is set by controls: 0 for no effect and ±100 for the full control effect
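U2OS cells transduced with wild-type KCNH2 virus are loaded with FluxOr dye for 45 min, and thallium flux is measured in kinetic reads before and after stimulation buffer. Rate constants are normalized to DMSO controls.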
KCNH2 3.1 inh = inhibitors of human KCNH2 3.1 potassium channel isoform; U2OS KCNH2 3.1, thallium flux FluxOr; stronger effect = lower value; activity change, % (tested at about 1.8 µM); actives 0.95% (n = 340,000);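 active = maximum activity change below -70%; inconclusive = maximum activity change from -70% to -50%; inactive = maximum activity change above -50%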;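 note: thallium influx rate constant from kinetic fluorescence after stimulation buffer; % is set by controls: 0 for no effect and ±100 for the full control effect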
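Virally transduced U2OS (3.1 isoform, 4 h infection in dark at RT) → overnight 37 C → FluxOr + Red40 in HBSS/HEPES, 45 min → stimulation buffer, 2 min kinetic read → rate constant vs DMSO controls.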
TRPV1 ag = human TRPV1 agonism; actives 0.19% (n = 320,000); activation, % at 8.33 µM; Q8NER1; AID 540275; TRPV1-expressing cells, Fluo-8 calcium influx, agonist mode; in the data active = activation above about 80%; inconclusive = between about 30% and that limit; note: 0% is about no effect
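Cells expressing TRPV1 were dye-loaded with Fluo-8 and read kinetically: 10 s baseline, 3 min after compound (agonist portion), then 2 min after EC20 capsaicin (allosteric enhancer portion). Calcium-bound dye fluorescence at 480/520 nm.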
PKM2 activator = PKM2 (human) enzyme activation | P14618 | purified PKM2, Kinase-Glo ATP luminescence, activation; response scale: 0% is enzyme alone, no compound | Potency, µM (series often up to 57.5 µM), for the others: top-dose activation, most hits filed as activators | actives 0.34% (n = 260,000) | AID 1631; note: potency is the fitted concentration of half-maximal effect; % is set by controls: 0 for no effect and ±100 for the full control effect; nearly all actives have a fitted effect of over 55% in size
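Purified hPK-M2 (>95% pure) converted ADP (0.1 mM final) to ATP with 0.5 mM PEP in 50 mM imidazole pH7.2, KCl, MgCl2, Tween 20, BSA; 1 h at room temperature. ATP detected by Kinase-Glo luminescence.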
Menin MLL FP TR = displaces Texas Red mutant MLL peptide from human menin; Menin + Texas Red MLL mutant peptide, fluorescence polarization; Potency, µM (series often up to 61.6 µM), for the others: top-dose FP activity change, negative = inhibition, actives largely listed as inhibitors; actives 0.23% (n = 270,000); active = well fitted inhibition curve with a large enough effect in the polarisation, with a control signal flat, not every such curve was filed as active; inconclusive = small, poorly fitted or top-dose-only effect, or effect the other way, or a change in a side signal; inactive = no such curve, though single readings can be large or run the other way; the % refers to the polarisation; note: potency is the fitted concentration of half-maximal effect; % of control where 0% means no effect; many of its hits are not listed in these tables
Target sequence (O00255 whole entry, looked up): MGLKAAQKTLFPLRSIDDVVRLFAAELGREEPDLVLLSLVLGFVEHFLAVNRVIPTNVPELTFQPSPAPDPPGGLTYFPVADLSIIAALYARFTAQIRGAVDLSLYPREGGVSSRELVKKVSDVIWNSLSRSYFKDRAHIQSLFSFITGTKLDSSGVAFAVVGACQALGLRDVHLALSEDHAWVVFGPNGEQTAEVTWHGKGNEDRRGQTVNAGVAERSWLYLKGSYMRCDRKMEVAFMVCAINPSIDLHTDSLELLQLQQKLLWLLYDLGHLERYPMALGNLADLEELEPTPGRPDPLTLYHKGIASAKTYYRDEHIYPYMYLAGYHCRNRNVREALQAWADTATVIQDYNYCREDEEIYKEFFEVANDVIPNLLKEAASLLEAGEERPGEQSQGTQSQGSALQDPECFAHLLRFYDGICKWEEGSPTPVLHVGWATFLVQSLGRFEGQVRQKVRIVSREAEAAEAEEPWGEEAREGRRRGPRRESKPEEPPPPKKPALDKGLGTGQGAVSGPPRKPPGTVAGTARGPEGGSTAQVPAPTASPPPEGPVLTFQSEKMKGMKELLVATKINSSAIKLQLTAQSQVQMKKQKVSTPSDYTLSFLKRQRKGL
USP2a inh = USP2a (human) protease inhibition. O75604. actives 0.01% (n = 330,000). USP2 core, Ub-CHOP2 coupled fluorogenic reporter, 485/531. Potency, µM (doses to about 38.3 µM), inactives show at the highest dose activity change, negative = inhibition, most hits filed as inhibitors. AID 463254;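 note: potency is the fitted concentration of half-maximal effect; plate controls were DMSO wells for no effect and full inhibition by NEM control for full effect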
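Deubiquitinase activity read as fluorescence (485/531 nm) after Ub-CHOP2 cleavage activates the enterokinase reporter on its substrate; USP2 core 10nM, Ub-CHOP2 and substrate 25nM each, 30min compound preincubation then 60min RT; data normalized to NEM, curves fitted.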
MLL CXXC-DNA inh = MLL CXXC-DNA interaction inhibition | Q03164 | MLL-CXXC / FITC-HOXA9 DNA fluorescence polarization | Potency, µM (titrated, usually from 115 µM), for inactives: at the highest dose activity change, negative = inhibition, actives largely listed as inhibitors | actives 0.037% (n = 290,000); active = well fitted inhibition curve with a large enough effect in the polarisation, with a control signal flat, not every such curve was filed as active; inconclusive = small, poorly fitted or top-dose-only effect, or effect the other way, or a change in a side signal; inactive = no such curve, though single readings can be large or run the other way; the % refers to the polarisation; note: potency is the fitted concentration of half-maximal effect
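Purified MLL-CXXC (added from a 7 uM solution) was preincubated 5 min at ambient with pinned compounds in 50 mM Tris-HCl pH 7.5, 50 mM NaCl, 1 mM DTT, 0.05% BSA. Fluorescein-labeled HOX-A9 DNA (50 nM solution) followed, 30 min, then polarization read.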
GALK inhibitor = inhibitors of human galactokinase | P51570 | Purified GALK, Kinase-Glo residual ATP luminescence | Potency, µM (highest dose often 57.5 µM), for inactives: at the highest dose activity change, negative = inhibition, actives largely listed as inhibitors | actives 0.007% (n = 270,000); note: potency is the fitted concentration of half-maximal effect; % is set by controls: 0 for no effect and ±100 for the full control effect
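Luminescence from leftover ATP (Ultra-Glo luciferase/luciferin) served as read-out after a 1 h room-temperature reaction of 5 nM GALK with 35 uM ATP and 100 uM galactose.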
Coupling enz = counter-screen for Giardia aldolase inhibitors: coupling enzyme system; coupling enzyme system counterscreen, AmpLite Red fluorescence; actives 0.67% (n = 290,000); AID 2472; activity change, negative = inhibition, % at 58.2 µM, hits read low; in the data active = activity change below about -30%; note: % is set by controls: 0 for no effect and ±100 for the full control effect
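Counterscreen of the coupled detection system alone, without aldolase: glyceraldehyde-3-phosphate coupling enzymes plus AmpLite Red readout. Compounds at 57.5 uM final, 10 min RT preincubation, 20 min RT reaction, fluorescence 525/598 nm.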
* marks the source's active call; other numbers are inactive results; i = inactive; ? = inconclusive; / = no result given; & = joins results of further samples; [ ] = dose if it differs, or a comment. Unless noted, calls come from the whole dose curve; as a rule, active = well fitted curve in the direction sought with a large enough effect; inconclusive = small, poorly fitted or top-dose-only effect, or another doubt; inactive = no such curve, though single readings can be large; an effect the other way counts as inactive or inconclusive. The list is partial, so the mix of outcomes need not match the whole.

item	smiles	Coupling enz	hERG WT inh	PKM2 activator	B2AR arrestin	GALK inhibitor	TRPV1 ag
1	O=C(COC(=O)c1ccccn1)c1ccc([N+](=O)[O-])cc1	1	9	-1%	?	-4%	0
2	Cc1ccc(/C=C/C(=O)N2CCN(Cc3ccccc3)CC2)o1	-2	4	13%	0.0%	-1%	21
3	Cc1cc(Cl)c2oc(C(=O)N(C)Cc3cc(C)[nH]n3)c(C)c2c1	/	14	2%	0.6%	-12%	10
4	CC1CN(C(=O)CSc2nnc(CNC(=O)c3ccc(S(=O)(=O)N(C)C)cc3)o2)CC(C)O1 (stereo not given)	-4	-11	-1%	-0.8%	6%	-3
5	NC(=O)CCC(NS(=O)(=O)c1ccc(Cl)cc1)C(=O)NCc1ccccc1 (stereo not given)	0	/	-4%	0.1%	-2%	3
6	CCOCc1[nH]c(=S)[nH]c(=O)c1Cc1ccc(OCC(C)C)cc1	6	-5	-4%	-0.6%	-4%	0
7	O=C(Cn1ncn2c(cc3ccccc32)c1=O)NCCCc1ccccc1	/	-3	/	0.1%	-8%	2
8	O=C(CNc1cccc([N+](=O)[O-])c1)N/N=C/c1ccc([N+](=O)[O-])o1	2	i	0%	-0.1%	0%	-2
9	O=C(c1cccc(Cl)c1)N1CCN(C(=O)c2ccco2)CC1	6	2	3%	4.5%	0%	-1
10	O/N=C(\c1ccccc1)C(O)c1ccccc1 (stereo not given)	-6	3	/	4.0%	0%	2
11	CN(C)CC(C)(C)CNC(=O)C1CCN(Cc2ccccc2O)CC1	0	-3	-11%	-0.2%	-3%	-2
12	Cc1nnc(SCC(=O)N2CCCCC2)n1CC1CCCO1 (stereo not given)	4	1	0%	-0.9%	0%	1

item	Menin MLL FP TR	Giardia kill	MLL CXXC-DNA inh	KCNH2 3.1 inh	USP2a inh
1	?	10	?	-11	-2%
2	0%	6	14%	23	1%
3	/	-8	36%[activator]	4	-1%
4	-3%	1	5%	1	0%
5	-10%	/	0%	/	3%
6	8%	1	-6%	-24	1%
7	/	-3	20%	-6	2%
8	17%	-107*	-4%	-9	0%
9	1%	-5	-5%	5	2%
10	/	-13	-1%	20	2%
11	1%	-19	0%	6	0%
12	4%	8	-5%	10	-1%

Structural class: those above containing a carbonyl joined to an NH by a bond outside any ring (five)
item	smiles	Coupling enz	hERG WT inh	PKM2 activator	B2AR arrestin	GALK inhibitor	TRPV1 ag
4	CC1CN(C(=O)CSc2nnc(CNC(=O)c3ccc(S(=O)(=O)N(C)C)cc3)o2)CC(C)O1 (stereo not given)	-4	-11	-1%	-0.8%	6%	-3
5	NC(=O)CCC(NS(=O)(=O)c1ccc(Cl)cc1)C(=O)NCc1ccccc1 (stereo not given)	0	/	-4%	0.1%	-2%	3
7	O=C(Cn1ncn2c(cc3ccccc32)c1=O)NCCCc1ccccc1	/	-3	/	0.1%	-8%	2
8	O=C(CNc1cccc([N+](=O)[O-])c1)N/N=C/c1ccc([N+](=O)[O-])o1	2	i	0%	-0.1%	0%	-2
11	CN(C)CC(C)(C)CNC(=O)C1CCN(Cc2ccccc2O)CC1	0	-3	-11%	-0.2%	-3%	-2

item	Menin MLL FP TR	Giardia kill	MLL CXXC-DNA inh	KCNH2 3.1 inh	USP2a inh
4	-3%	1	5%	1	0%
5	-10%	/	0%	/	3%
7	/	-3	20%	-6	2%
8	17%	-107*	-4%	-9	0%
11	1%	-19	0%	6	0%

Continuation.
item	smiles	Coupling enz	hERG WT inh	PKM2 activator	B2AR arrestin	GALK inhibitor	TRPV1 ag
13	Cc1c(NC(=O)/C=C/c2cn(-c3ccccc3)nc2-c2ccccc2)c(=O)n(-c2ccccc2)n1C	0	-5	-6%	0.8%	-4%	-1
14	Cc1ccccc1-c1nc(CN2CCCC(C(=O)NCCCN3CCOCC3)C2)c(C)o1 (stereo not given)	1	6	2%	0.2%	-1%	1
15	CC(C)N(C(=O)[C@H]1C[C@H](CC(=O)NC(C)(C)C)C(=O)N2CCc3c([nH]c4cc(CCC(=O)N(C)C)ccc34)[C@]12C)C(C)C	/	-12	/	-0.1%	/	/
16	CCOC(=O)C1=C(c2ccc(OC)cc2)OC(N)=C(C#N)C1c1cccnc1 (stereo not given)	-2	4	-1%	-0.4%	1%	4
17	CC(C)C(=O)NNc1ccc(C(F)(F)F)cn1	3	-4	-7%	-0.2%	1%	2
18	CCOC(=O)C1CN(S(=O)(=O)c2ccc(C)cc2)C1	-1	0	1%	-1.0%	-2%	1
19	CCOc1ccc(C(=O)NCc2cccnc2)cc1	0	2	-3%	0.0%	2%	1
20	O=[N+]([O-])c1ccc2c3n([n+]([O-])c2c1)CCN=C3c1ccc(Cl)cc1	/	2	/	2.9%	/	2
21	CC1CCCC2(C1)NC(=S)c1c(sc3c1CCCC3)N2 (stereo not given)	3	7	-10%	-1.2%	1%	-5
22	Cn1c(SCC(=O)N2CCCC2=O)nc2ccccc2c1=O	/	-1	/	-0.3%	/	/
23	O=C(NC(=S)Nc1cccnc1)c1cc2ccccc2o1	-2	6	-1%	2.6%	/	6
24	O=C(Nc1ccccc1[N+](=O)[O-])C1(c2ccccc2)CCOCC1	-5	-19	2%	0.0%	9%	8

item	Menin MLL FP TR	Giardia kill	MLL CXXC-DNA inh	KCNH2 3.1 inh	USP2a inh
13	38%[activator]	6	7%	5	0%
14	-1%	-7	0%	1	0%
15	/	2	/	9	2%
16	/	-1	11%	-1	6%
17	/	4	6%	-13	3%
18	10%	-12	0%	4	2%
19	-1%	-5	-8%	-20	1%
20	/	?	/	5	1%
21	?	0	12%	0	-1%
22	/	-7	/	-2	-5%
23	-3%	1	-5%	15	4%
24	-7%	7	-1%	-2	-1%

New compounds follow
item	smiles	Coupling enz	hERG WT inh	PKM2 activator	B2AR arrestin	GALK inhibitor	TRPV1 ag
25	Cc1ccc(Cn2c(C)nc3c(c2=O)c2nc4ccccc4nc2n3Cc2ccco2)cc1	4	-4	-2%	0.1%	-5%	-3
26	CCCn1c(N)c(C(=O)CN2CCN(S(=O)(=O)c3cccs3)CC2)c(=O)[nH]c1=O	-2	1	11%	0.3%	-1%	-1
27	Cc1ccc(C)c(S(=O)(=O)NCc2ccc(C(=O)N3CC(C)OC(C)C3)cc2)c1 (stereo not given)	1	-2	-5%	0.0%	1%	2
28	COc1ccc(/C(O)=C2/C(=O)C(=O)N(CCN3CCOCC3)C2c2ccc(C)cc2)cc1 (stereo not given)	/	2	1%	-0.3%	-2%	4
29	CCOc1cc(C)nc(NCCc2ccc(OC)c(OC)c2)n1	1	0	17%	0.3%	1%	?
30	COC(=O)c1cc(C(=O)c2ccccc2)n2c(=O)/c(=C\N(C)C)sc12	0	0	-1%	0.4%	-1%	/
31	C[C@H](NC(=O)OCc1ccccc1)C(=O)NNC(=O)[C@H](Cc1ccccc1)NC(=O)OC(C)(C)C	3	-23	4%	-0.3%	-1%	-3
32	CCOC(=O)N1CCN(Cc2nc3cc(NC(=O)CC(C)C)ccc3n2C)CC1	2	-3	/	-0.3%	4%	2
33	O=C(CSc1nc(O)cc(=O)n1-c1ccccc1)NC1CCCCC1	9	6	-23%	-0.1%	-2%	1
34	Cc1[nH]nc(SCC(=O)NCc2ccccc2)c1[N+](=O)[O-]	0	2	-7%	0.1%	0%	-7
35	COCCN1C=C2C(=O)C(C)(OC(=O)CCc3ccccc3)C(=O)C=C2C=C1c1ccc(C#N)cc1 (stereo not given)	-9&-24	5	-1%[11.5 µM]	0.2%	5%	0
36	CC1=N/C(=C\c2ccc([N+](=O)[O-])cc2)C(=O)N1c1ccc(F)cc1F	-3	-18	/	-0.1%	0%	3
37	COCCSc1ccccc1C(=O)Nc1ccc(Cl)cc1	-5	/	11%	0.4%	1%	17

item	Menin MLL FP TR	Giardia kill	MLL CXXC-DNA inh	KCNH2 3.1 inh	USP2a inh
25	2%	-20	-10%	-17	2%
26	11%	10	3%	-21	0%
27	-6%	19	4%	-2	-1%
28	1%	6	-7%	-4	3%
29	-11%	2	-2%	-12	3%
30	/	-26	6%	23	1%
31	/	8	4%	13	-10%
32	-11%	-8	-7%	-2	0%
33	10%	?	41%[activator]	8	?
34	-24%	-5	1%	17	-1%
35	-2%[11.7 µM]	-2	15%	11	-4%
36	?	-25	-6%	5	-1%
37	6%	-15	1%	-13	0%
